Source: PubChem BioAssay
E-sel TNF inh: E-selectin induction blockers in HUVEC – imaging, immunofluorescence, high content, primary screen; HUVEC TNFa-induced E-selectin immunofluorescence; inhibition, % at 2 µM; actives 0.71% (n = 120,000); AID 1246, 2008;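 active means inhibition above the batch mean plus 3 SD, and confirmed as a hit on visual image review, cut at about 43% in these data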;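 further: 0% = TNF-stimulated DMSO wells and 100% = unstimulated control wells; not every result past the cut was called active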
Active calls of the source: *. Not all compounds are listed. The share of hits here may be higher or lower than overall.

smiles	E-sel TNF inh
CCC(C)C(NS(=O)(=O)c1ccc(C)cc1)C(=O)O (centres undefined)	3
O=[N+]([O-])c1cccnc1NCc1cccs1	9
CC(Cl)C(=O)Nc1cc(C(F)(F)F)ccc1N1CCOCC1 (centres undefined)	-56
CC(C)OCCCNc1ncc2c(n1)CC(c1ccccc1)CC2=O (centres undefined)	-34
CN(C)C(CNC(=O)c1ccc2ccccc2c1)c1ccco1 (centres undefined)	-37
CC(c1nnc(SCC(=O)Nc2cccnc2Cl)n1Cc1ccccc1)N(C)C (centres undefined)	-3
CCNC(=S)N(CCc1c(C)[nH]c2ccc(C)cc12)Cc1cccs1	-16
C/C(CC(=O)C(F)(F)F)=N\NC(=O)/C(C#N)=C/N(C)C	-16
Cc1[nH]c2ccccc2c1C(=O)COC(=O)c1ccc([N+](=O)[O-])s1	32
S=C(NCCc1ccccn1)Nc1ccccc1	-21
CSc1ncccc1C(=O)NCC1CCCCC1	-50
COc1ccc(NC(=O)c2cc3c(=O)n4ccccc4nc3n2C)cc1OC	2

(more compounds)
smiles	E-sel TNF inh
CCOC(=O)C1(Cc2cccc(Cl)c2)CCCN(C(=O)c2cccnc2)C1 (centres undefined)	10
C=CCN(CC=C)S(=O)(=O)c1ccc(C(=O)Nc2nnc(COC)o2)cc1	-44
COc1cc(OC)cc(C(=O)N=c2sc3ccccc3n2C)c1	-17
CCOC(=O)C1=C(N)OC2=C(C(=O)CC(C)(C)C2)C1c1ccc(CC)s1 (centres undefined)	16
C/C=C/C(=O)N1c2ccccc2C(C)=CC1(C)C	5
O=c1[nH]c(CN2CCOCC2)nc2cc(Cl)ccc12	-45
CN(Cc1cnn(C)c1)C(=O)c1ccc(OC2CCN(CCc3ccccc3)CC2)cc1	-36
S=c1[nH]c2ccc3ccccc3c2[nH]1	13
N#C/C(=C(/O)CCCl)c1ccccn1	-8
CCC(CC)N1CCN(CCc2ccccc2)C(CCO)C1 (centres undefined)	-23
COc1cc(NC(=O)Cc2c(C(=O)O)n(C)c3ccccc23)cc(OC)c1OC	5
COc1ccc(N2CCN(C(CNC(=O)c3ccc4c(c3)OCO4)c3ccco3)CC2)cc1 (centres undefined)	31

Seven of the entries above in order of their number in E-sel TNF inh, low to high:
smiles	E-sel TNF inh
O=c1[nH]c(CN2CCOCC2)nc2cc(Cl)ccc12	-45
CCC(CC)N1CCN(CCc2ccccc2)C(CCO)C1 (centres undefined)	-23
COc1cc(OC)cc(C(=O)N=c2sc3ccccc3n2C)c1	-17
C/C=C/C(=O)N1c2ccccc2C(C)=CC1(C)C	5
CCOC(=O)C1(Cc2cccc(Cl)c2)CCCN(C(=O)c2cccnc2)C1 (centres undefined)	10
S=c1[nH]c2ccc3ccccc3c2[nH]1	13
CCOC(=O)C1=C(N)OC2=C(C(=O)CC(C)(C)C2)C1c1ccc(CC)s1 (centres undefined)	16

Four of these compounds, set out differently.
S=c1[nH]c2ccc3ccccc3c2[nH]1
  E-sel TNF inh: 13
N#C/C(=C(/O)CCCl)c1ccccn1
  E-sel TNF inh: -8
CCC(CC)N1CCN(CCc2ccccc2)C(CCO)C1 (centres undefined)
  E-sel TNF inh: -23
COc1cc(NC(=O)Cc2c(C(=O)O)n(C)c3ccccc23)cc(OC)c1OC
  E-sel TNF inh: 5

Next structures follow:
smiles	E-sel TNF inh
Cc1cc(N2CCOCC2)nc(N)n1	-45
CCOC(=O)N1CCN(Cc2cn[nH]c2-c2ccc(-c3ccccc3)cc2)CC1	9
CCOC(=O)C1=C(O)C(=O)N(CCCn2ccnc2)C1c1ccc(OC)cc1 (centres undefined)	-19
COc1ccc(NC(=O)COC(=O)C23CC4CC(CC(Cl)(C4)C2)C3)c(OC)c1	-25
Cc1ccc(C)n1-c1ccc(-c2ccnc(N)n2)cc1	48
Cc1cc(NC2CCCCC2)nc2ccccc12	1
CCCC(C)NC(=O)CSc1nc(-c2ccccc2)cn1N (centres undefined)	-13
COc1ccccc1CCNC(=O)CSc1nnc2ccc(-c3ccncc3)nn12	2
CN1CCN(C(=O)c2cc(COc3c(F)cccc3F)on2)CC1c1ccccc1 (centres undefined)	-6
Cc1noc(C)c1S(=O)(=O)N1CCC(C(=O)NCCCN2CC(C)CC(C)C2)CC1 (centres undefined)	3
C/C(=N\Nc1ccc(C(F)(F)F)cn1)c1ccncc1	-42
O=C1c2cccnc2C(Nc2ccccc2Br)N1Cc1ccco1 (centres undefined)	-2

Further structures follow.
smiles	E-sel TNF inh
O=C(CSc1nc2ccccc2o1)Nc1nccs1	-14
Cc1ccc(NC(=O)Nc2nnc(-c3ccccc3)o2)cc1	-10
CC(=O)Nc1nc2c(s1)C(=O)NCCC2	-7
CCNc1ccc(C(=O)OCC(=O)NCCN2C(=O)CSC2=O)cc1[N+](=O)[O-]	-30
COCCNc1c2c(c(C#N)c3nc4ccccc4n13)CCCC2	5
CCC1CCC(C(=O)NC(C(=O)NCCCN2CCCCC2C)C(C)C)CC1 (centres undefined)	-22
O=C(/C=C/c1ccccc1)N/C(=C/c1ccccc1)C(=O)Nc1cccc(C(=O)O)c1	-9
NS(=O)(=O)c1ccc(NC(=O)CN2CCCC2)cc1	46
Cc1cccc(N2CCN(C(=O)N3CCOCC3)CC2)c1C	8
COc1ccc(N2CCN(C(=O)Cn3c(=O)[nH]c4ccccc4c3=O)CC2)cc1	-16
CCCOc1ccc(C(=O)NCC(C)(C)N2CCOCC2)cc1	-22
Nc1nc(-c2ccco2)nn1C(=O)c1ccc([N+](=O)[O-])cc1	12

Remaining list, next part
smiles	E-sel TNF inh
CCN(c1ccccc1)S(=O)(=O)c1ccc(OC)c(NC(=O)c2cccs2)c1	-19
N#Cc1ccccc1NC(=O)COC(=O)COc1ccccc1[N+](=O)[O-]	-24
Cc1cccc(-n2c(SCC(=O)N3CC(=O)Nc4ccccc43)nc3ccccc3c2=O)c1	-2
COc1ccc(NC(=S)N2CCN(c3ccc([N+](=O)[O-])cc3)CC2)cc1OC	-33
CC(C)OC(=O)c1ccc(NC(=O)CSc2nc3ncccc3[nH]2)cc1	-1
C=CCNC(=O)COC(=O)c1nc2nccc(C)n2n1	-35
Cn1cc(-c2ccccc2C(N)=O)c(=O)c2cc(Cl)ccc21	11
C/C(=N\OCc1ccccc1C#N)c1cc2ccccc2o1	9
Nc1ccc(C(=O)OCC(=O)NC2CC2)cc1[N+](=O)[O-]	-17
CC(C)c1ccccc1NC(=S)NCCCn1ccnc1	13
CCOC(=O)c1c(NC(=O)Cn2ccsc2=N)sc(C)c1C	-54
COc1cc2c(cc1OC)CN(C(=S)NC(=O)c1ccccc1)CC2	-19

Sorted by SMILES length (low to high): 3 of the compounds above
smiles	E-sel TNF inh
CC(C)c1ccccc1NC(=S)NCCCn1ccnc1	13
COc1ccc(NC(=S)N2CCN(c3ccc([N+](=O)[O-])cc3)CC2)cc1OC	-33
Cc1cccc(-n2c(SCC(=O)N3CC(=O)Nc4ccccc43)nc3ccccc3c2=O)c1	-2

Remaining list, next part
structure,E-sel TNF inh
Cc1ccc(CN2CCN(Cc3ccccn3)CC2CCO)cc1 (centres undefined),3
O=[N+]([O-])c1cnc2nc(-c3ccncc3)nn2c1O,-18
Cn1c2c(c(=O)n(C)c1=O)C(c1ccccc1F)C(C#N)=C(N)O2 (centres undefined),7
CCN(CC)S(=O)(=O)c1ccc(C(=O)N2CCN(CCN3C(=O)c4cccc5cccc(c45)C3=O)CC2)cc1,-20
COc1cccc(NC(=O)NCc2ccc(F)cc2)c1,8
O=C(COC(=O)c1ccc(F)c(S(=O)(=O)N2CCCCC2)c1)NCc1ccc(F)cc1,4
Cc1ccc(O)c(NC(=S)NC(=O)/C=C/c2ccco2)c1,-1
CCCCOC(=O)/C(=C/C=C/c1ccccc1)NC(=O)c1ccccc1,-8
O=C(/C=C/c1ccc([N+](=O)[O-])s1)N1CCCC1,-28
CCOc1ccc2nc(NC(=O)C3=NN(c4ccccc4)C(=O)CC3)sc2c1,-18
Cc1cc(/C=C\c2nc(O)c([N+](=O)[O-])c(=O)[nH]2)c(C)n1-c1ccccc1,-20
Cc1oc(-c2cccc(F)c2)nc1CN1CCCCC1CCn1cccn1 (centres undefined),-8
N=c1sccn1CC(=O)N1N=C(c2ccc(Cl)cc2)CC1c1ccco1 (centres undefined),-30
Cc1ccc(S(=O)(=O)N2CCN(c3cnn(C)c(=O)c3Cl)CC2)cc1,3
CCCc1cc(=O)[nH]c(SCC(=O)Nc2nc(-c3ccccc3)cs2)n1,48
CC1CCN(S(=O)(=O)c2ccc(S(=O)(=O)NCc3cccnc3)cc2)CC1,-24
CCc1ccc(C2C(C#N)=C(N)N(N3CCOCC3)C3=C2C(=O)CC(C)(C)C3)s1 (centres undefined),-3
O=[N+]([O-])c1ccc(Oc2cnc3ccccc3n2)cc1,13
CCC(C)N(C)C1CCN(C(=S)Nc2ccc(OC)cc2)CC1 (centres undefined),-11
O=C(N/N=C/c1cn(-c2ccccc2)nc1-c1ccc2c(c1)OCCO2)c1ccncc1,20
CSc1nc(C)cc(Oc2ccc(=O)[nH]n2)n1,-10
COc1ccc(NCc2nnc(SCC(=O)NNC(=O)c3ccc(C)cc3)n2C)cc1,-17
COc1ccc(S(=O)(=O)N2CCN=C2SCc2cccnc2)cc1,2
CC1(C)CC(=O)C(CC(=O)NC2CCCc3ccccc32)C(=O)C1 (centres undefined),3
Cc1nc(-c2ccc(NC(=O)c3ccccc3)cc2)cs1,17
Cc1cc(-c2ccccc2)nc(N(C)N)c1S(C)(=O)=O,59
O=C(O)/C=C/c1ccc(OCCCF)cc1,-53
S=C(Nc1ccc2nc(-c3ccccn3)c(-c3ccccn3)nc2c1)N1CCOCC1,29
Cc1ccc(/C=N/NC(=O)CNC(=O)c2ccc(S(=O)(=O)N3CCCC3)cc2)o1,9
O=C(COC(=O)c1ccc(Br)o1)Nc1ncc(Cl)cc1Cl,-7

(further entries)
structure,E-sel TNF inh
O=c1[nH]c2cc3ccccc3cc2nc1C(F)(F)F,-2
CCN(CC)CCCNC(=S)Nc1ccc(Br)cc1,11
CCOC(=O)C1(CC2CC2)CCN(C(=O)c2cc(C)nc3ccc(CC)cc23)CC1,-6
COCCn1c(SCC(=O)Nc2ccccc2OC)nc2ccccc21,-25
FC(F)(F)c1ccccc1NC1=NCCC1,-29
Cc1cc(C(=O)CSc2nnc(N)s2)c(C)n1Cc1ccco1,6
COc1ccc(C2CC(=O)C(C3NCCc4ccccc43)=C(O)C2n2cncn2)cc1 (centres undefined),53
COC(=O)c1cc(C(=O)NC(C)(C)CC(C)(C)C)cc([N+](=O)[O-])c1,-6
CCn1c(/C=C/N(C(C)=O)c2ccccc2)[n+](CCCS(=O)(=O)[O-])c2cc(Cl)c(Cl)cc21,4
COC(=O)C1=CN(Cc2cccs2)C=C(C(=O)OC)C1c1cccc(O)c1,-18
Cc1cc(C2=NNC(=Nc3ccc(S(=O)(=O)N4CCOCC4)cc3)SC2)c(C)n1CC1CCCO1 (centres undefined),11
Cc1c(C(C)C)c(=O)n(-c2ccc(S(=O)(=O)NC3CC3)cc2)n1C,-28
c1coc(-c2ccnc3nc(-n4cccc4)nn23)c1,-18
Nc1nn(-c2ccccc2)nc1C(=O)OCc1ccccc1F,2
O=C(/C=C/c1ccccc1[N+](=O)[O-])Nc1ccccc1,-26
Cn1cnnc1SCC(=O)Nc1nc(-c2ccc(F)cc2)cs1,-18
O=C(NCc1ccccn1)c1ccc(Cn2c(=S)[nH]c3ccc(Br)cc3c2=O)cc1,10
CN1CCN(Cc2nc3ccccc3c(=O)n2CC#N)CC1,3
CC(=O)OCCNc1nc(-c2ccccc2)nc2ccccc12,-16
COc1ccc(/C=C/C(=O)NC2=NCCS2)cc1OC,14
CC(C)(C)c1ccc(NC(=O)c2ccccc2)c([N+](=O)[O-])c1,-4
CCN(CC)C(=O)Oc1ccc(Cl)c2cccnc12,5
CCOc1ccc(CN(C)C(=O)CCl)cc1,-2
O=[N+]([O-])c1ccc(S(=O)(=O)NCCc2ccncc2)cc1,-11
NS(=O)(=O)c1ccc(CCNC(=O)C2CCN(S(=O)(=O)c3ccccc3)CC2)cc1,6
CCN(CC)CCCNC(=O)c1sc2ncn(CC(=O)Nc3ccc(C)c(Cl)c3)c(=O)c2c1C,1
CCCN1C(=O)/C(=C\c2nc3ccccc3c(=O)[nH]2)c2ccccc21,1
COc1ccc(CC2(CO)CCN(Cc3cccn3-c3ccccn3)CC2)cc1,0
COc1cc(C(C)=O)ccc1OCC(=O)NCC1(N2CCCCC2)CCCCC1,1
CC(C)(C)C(=O)N1CCN(c2ccc([N+](=O)[O-])c(NCc3cccnc3)c2)CC1,-1

(continued)
structure,E-sel TNF inh
Cn1c(C2=C(O)CN(Cc3ccccc3)C2=N)[n+](C)c2ccccc21,1
CC1=C(c2ccc(C)cc2)[N+](=O)C(C)(C)N1[O-],-5
Cc1cc(/C=C2/NC(=S)NC2=O)c(C)n1-c1cccnc1,-32
CSc1ccccc1C(=O)C1CCCN(C(=O)c2csnn2)C1 (centres undefined),-38
O=C(/C=C/c1ccccc1[N+](=O)[O-])OC1CCCCC1=O (centres undefined),-40
Cc1cc(C(=S)N2CCOCC2)c(C)n1-c1ccc(F)cc1,17
O=C(NCc1cccs1)C1CC(c2ccc(Cl)cc2)=NO1 (centres undefined),-1
Cc1ccc(-c2csc(NC(=O)CN3C(=O)CCC3=O)n2)cc1,-42
CC1(C)CC(=O)C(C=Nc2ccc(O)c(N=CC3=C(O)CC(C)(C)CC3=O)c2)=C(O)C1,11
CCCC(CCC)c1nc2ccncc2[nH]1,-11
Cc1ccc(S(=O)(=O)N2CCCOC2CNC(=O)C(=O)NC2CCCCC2)cc1 (centres undefined),9
Cc1cc(Br)c(NC(=O)COn2nnc3ccc(S(C)(=O)=O)cc32)c(Br)c1,5
Cn1nnnc1NCc1cccc(Cl)c1,9
CCC(=O)c1ccc(OCC(=O)OCC(=O)Nc2sccc2C(N)=O)cc1,-4
O=C(O)c1ccc2c(c1)S(=O)(=O)N=C1CCCCCN12,17
O=C(Nc1ccc(OC(F)(F)F)cc1)c1ccc2ccccc2n1,-8
COC(=O)c1cn(NC(=O)c2ccc([N+](=O)[O-])c(C)c2)c(=O)c2ccccc12,-16

A few values from the entries so far.
E-sel TNF inh, `O=C1c2cccnc2C(Nc2ccccc2Br)N1Cc1ccco1` (centres undefined) reads -2
E-sel TNF inh, `COC(=O)c1cc(C(=O)NC(C)(C)CC(C)(C)C)cc([N+](=O)[O-])c1` reads -6
